JMJD2A Tudor = JMJD2A Tudor domain (human) inhibition. AlphaScreen JMJD2A-Tudor / H3K4me3 peptide binding. 390,000 tested, 4.4% active. O75164. Potency, µM (top dose mostly 114 µM), for inactives: at the top dose activity change, negative = inhibition, actives largely listed as inhibitors. AID 504339; note: potency is the fitted concentration of half-maximal effect; % is set by controls: 0 for no effect and ±100 for the full control effect; nearly all actives have a fitted effect of over 50% in size
Pin1 inh = inhibitors of human Pin1; Pin1 FP peptide displacement, HiFluor488, 10 min; Potency, µM (doses to about 115 µM), inactives show at the highest dose activity, negative = inhibition, most hits filed as inhibitors; 390,000 tested, 0.009% active; active = well fitted inhibition curve with a large enough effect in the polarisation, with a control signal flat, not every such curve was filed as active; inconclusive = small, poorly fitted or top-dose-only effect, or effect the other way, or a change in a side signal; inactive = no such curve, though single readings can be large or run the other way; the % refers to the polarisation; note: potency is the fitted concentration of half-maximal effect; % is set by controls: 0 for no effect and ±100 for the full control effect
Target sequence (Q13526 whole entry, looked up): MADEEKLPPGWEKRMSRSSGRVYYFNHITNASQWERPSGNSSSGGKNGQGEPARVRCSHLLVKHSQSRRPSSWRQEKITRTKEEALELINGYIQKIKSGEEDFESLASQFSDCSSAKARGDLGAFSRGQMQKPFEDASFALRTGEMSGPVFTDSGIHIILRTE
BAZ2B block = inhibitors of human BAZ2B bromodomain. Q9UIF8. AlphaScreen BAZ2B-H3K14Ac peptide displacement. Potency, µM (highest dose often 114 µM), for the others: at the top dose activity change, negative = inhibition, actives largely listed as inhibitors. 360,000 tested, 4.4% active. AID 504333; note: potency is the fitted concentration of half-maximal effect; % is set by controls: 0 for no effect and ±100 for the full control effect; nearly all actives have a fitted effect of over 60% in size
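AlphaScreen luminescence quantifies BAZ2B engagement of H3K14Ac peptide; the protein and biotinylated peptide are both at 50 nM final, buffer PBS pH 7.4 with 0.01% Tween-20, all steps at room temperature.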
HP1b binding inh = blocks HP1-beta chromodomain binding to methylated histone tails; P83916; AlphaScreen HP1-beta / biotin-H3K9me3 peptide binding; Potency, µM (titrated, usually from 114 µM), inactives show top-dose activity change, negative = inhibition, hits mostly inhibitors; 390,000 tested, 0.56% active; note: potency is the fitted concentration of half-maximal effect; nearly all actives have a fitted effect of over 70% in size; inactives centre near 23
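HP1-beta protein (50 nM final) preincubated 30 min at room temperature with biotinylated H3(1-18)K9me3 peptide (50 nM) in PBS pH 7.4, 0.01% Tween-20, then compound added for 30 min. AlphaScreen streptavidin donor/nickel chelate acceptor beads (10 ug/mL final), 30 min dark, luminescence read.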
G9a block = G9a (human) methyltransferase inhibition. Potency, µM (highest dose often 102 µM), inactives show at the highest dose activity, negative = inhibition, most hits filed as inhibitors. 350,000 tested, 8.8% active. G9a H3K9 monomethylation, AlphaScreen, 2 h; note: potency is the fitted concentration of half-maximal effect; % is set by controls: 0 for no effect and ±100 for the full control effect; nearly all actives have a fitted effect of over 75% in size
Target sequence (Q96KQ7 913-1193 limits assumed): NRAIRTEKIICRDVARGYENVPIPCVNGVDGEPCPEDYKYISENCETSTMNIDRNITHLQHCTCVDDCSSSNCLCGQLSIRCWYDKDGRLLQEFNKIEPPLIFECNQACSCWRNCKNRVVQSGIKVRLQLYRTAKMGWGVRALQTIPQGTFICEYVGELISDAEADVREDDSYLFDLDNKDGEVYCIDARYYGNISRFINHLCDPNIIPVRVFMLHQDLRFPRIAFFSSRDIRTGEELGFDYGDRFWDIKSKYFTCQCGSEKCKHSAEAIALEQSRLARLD
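Methyltransferase reactions run at room temperature for 2 h (20 nM enzyme, 500 nM biotin-H3K9 peptide, 20 uM SAM) after a 15 min compound preincubation; product detected by AlphaScreen beads and anti-H3K9me1 antibody.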
GLS inhibitor = blocks human kidney-isoform glutaminase activity; GLS enzymatic activity, qHTS titration; Potency, µM (highest dose often 45.5 µM), for the others: at the top dose activity change, negative = inhibition, hits mostly inhibitors; 410,000 tested, 0.21% active; AID 624170; note: potency is the fitted concentration of half-maximal effect; % is set by controls: 0 for no effect and ±100 for the full control effect
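Read-out is an Amplex red fluorescence increase coupled through glutamate oxidase and HRP, measured before and after 30 min room-temperature incubation. hKGA is in 45 mM KH2PO4 (pH 8.2) with 0.02% Tween-20; glutamine added as 1mM solution.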
PI4K2A block = inhibitors of human PI4K2A; 420,000 tested, 0.13% active; purified PI4K2A, ADP-Glo luminescence, 1 h; hits give low values; Q9BTU6; activity change, negative = inhibition, % at 76.9 µM; AID 1346378; in the data active = activity change below about -50%; inconclusive = mostly about -30% to -49%;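 note: -100% = wells without enzyme as full effect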
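ADP-Glo luminescence measured ADP generated by PI4K2A enzyme (4 ug/mL before mixing) with 1.2 mM PI substrate (pre-mix) and 300 microM ATP (pre-mix). Tris pH7.5 buffer with MgCl2, Triton X-100; 1 h reaction at ambient temperature.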
POLH inh = blocks human DNA polymerase eta activity; recombinant Pol eta, fluorescent DNA replication assay; Potency, µM (doses to about 114 µM), inactives show at the top dose activity change, negative = inhibition, most hits filed as inhibitors; 390,000 tested, 1.2% active; AID 588591; note: potency is the fitted concentration of half-maximal effect; % is set by controls: 0 for no effect and ±100 for the full control effect
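Pol eta (10 nM) was preincubated with compounds for 15 min at room temperature, after which fluorescent replication substrate (50 nM final) was added to start the reaction. Fluorescence was read kinetically at 0 and 10 min.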
PGK inhibitor = T. brucei PGK inhibition. P07378. PGK/GAPDH coupled, Kinase-Glo luminescence, 60 min. Potency, µM (doses to about 57.5 µM), inactives show top-dose activity change, negative = inhibition, usual class: inhibitors. 380,000 tested, 0.043% active. AID 602233; note: potency is the fitted concentration of half-maximal effect; % is set by controls: 0 for no effect and ±100 for the full control effect; nearly all actives have a fitted effect of over 60% in size
Target sequence (P07378 whole entry, looked up): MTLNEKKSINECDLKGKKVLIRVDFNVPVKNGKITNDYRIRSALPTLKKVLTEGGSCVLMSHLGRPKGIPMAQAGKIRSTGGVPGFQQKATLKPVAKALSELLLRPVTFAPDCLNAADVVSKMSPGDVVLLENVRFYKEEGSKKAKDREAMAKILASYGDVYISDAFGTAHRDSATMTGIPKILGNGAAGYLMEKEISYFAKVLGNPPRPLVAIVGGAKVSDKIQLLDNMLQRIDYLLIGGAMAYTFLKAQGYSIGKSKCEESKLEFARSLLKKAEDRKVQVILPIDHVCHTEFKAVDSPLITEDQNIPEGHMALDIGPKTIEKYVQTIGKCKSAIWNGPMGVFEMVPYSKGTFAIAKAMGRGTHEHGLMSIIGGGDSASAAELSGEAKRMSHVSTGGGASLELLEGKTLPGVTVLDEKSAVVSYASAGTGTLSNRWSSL
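Recombinant glycosomal PGK reaction used 1,3-bisphosphoglycerate generated in-well by GAPDH (100nM final) in 100mM TEA pH 7.6, 5mM MgCl2, 0.01% Tween-20. After 60 minutes at room temperature, ATP was read by Kinase-Glo Plus luminescence end-point.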
* hit, by the source's call; i = inactive; ? = inconclusive; nt = not tested or not shown; [ ] = remark or other dose. Unless noted, calls come from the whole dose curve; as a rule, active = well fitted curve in the direction sought with a large enough effect; inconclusive = small, poorly fitted or top-dose-only effect, or another doubt; inactive = no such curve, though single readings can be large; an effect the other way counts as inactive or inconclusive. Not all compounds are listed; rates above refer to the full screens.

JMJD2A Tudor,Pin1 inh,BAZ2B block,HP1b binding inh,G9a block,GLS inhibitor,PI4K2A block,POLH inh,PGK inhibitor,mol
45µM*,-2%,22µM*,?,?,-2%,6,-13%,i,Cc1[nH]c2ccc(C(=O)N3CCN(c4ccccc4Cl)CC3)cc2c1C
11%,7%,-2%,53%[activator],17%[59 µM],2%,0,-16%,-3%,COc1ccc(CNc2nc(-c3ccccc3)nn2C(=O)c2ccccc2OC)cc1
-35%,5%,-36%,0%,-26%[59 µM],-3%,0,-13%,-9%,Cc1ccc(NC(=O)C(Cc2c[nH]c3ccccc23)NC(=O)OCC(C)C)cc1 (stereo not given)
-5%,-1%,-12%,42%[activator],nt,21%,-3,-6%,6%,CSc1sc(-c2ccnc(SCC(=O)C(C)(C)C)n2)c2c1C(=O)CC(C)(C)C2
-11%,-1%,-10%,49%[activator],?,5%,5,4%,-4%,O=C(C1CCN(C2CC(=O)N(c3cccc(Cl)c3)C2=O)CC1)N1CCCC1 (stereo not given)
-19%[57.1 µM],4%,-23%,31%[activator],5%,-1%,-1,-17%,-3%,C/C(=N\NC(=O)c1cccc([N+](=O)[O-])c1)c1ccncc1
40µM*,?,?,-13%,?,20%,3,-14%,5%,CN(C)CCNc1oc(-c2ccc(COc3ccc(Cl)cc3)o2)nc1C#N
-34%,0%,-15%,-1%,8%,-9%,4,-16%,-10%,COc1ccc(-n2c3c(cc(C(=O)Nc4cccc(C)n4)c2=O)C(=O)CC(C)(C)C3)cc1
-4%,-5%,-8%,13%,26%,0%,3,-7%,-14%,Cc1ccc(N(Cc2cc3ccccc3[nH]c2=O)S(C)(=O)=O)cc1
-8%,6%,2%,71%[activator],-18%[59 µM],-2%,-1,3%,i,CCOC(=O)c1cnc2c(C)cc(C)cc2c1Nc1ccccc1OCC
-34%,-1%,-10%,18%,-44%,22%,-2,-15%,3%,Cc1ccc(Cc2cnc(NC(=O)CN3CCOCC3)s2)cc1Cl
-11%,-15%,0%,26%,?,2%,-3,9%,5%,Cc1nn(CC(C)C)c2sc(C(=O)NC3CC(C)(C)NC(C)(C)C3)cc12
-8%,7%,2%,4%,-5%,9%,-9,-6%,i,COc1cc(S(=O)(=O)Nc2ncn[nH]2)ccc1Cl
-18%,2%,-5%,11%,14%[59 µM],0%,-2,?,1%,CN1CCN(c2ccc(S(=O)(=O)N3CCCCC3)cc2NC(=O)c2ccc(F)cc2F)CC1
5%,2%,5%,15%,-2%[59 µM],-5%,0,-19%,-3%,CC(C)CCSc1nc2c(c(=O)n(C)c(=O)n2C)n1Cc1ccccc1Cl
-9%,7%,?,21%,45µM*,-1%,-6,-8%,-7%,Cc1ccc2nc(-c3ccccc3)c(CC(=O)O)c(C(=O)O)c2c1
-18%,?,-4%,47%[activator],3%,13%,-4,5%,3%,NC(=O)c1c(NC(=O)c2ccccc2)sc2c1CCN(Cc1ccccc1)C2
-15%,22%,-31%,31%,1%,-2%,2,-11%,5%,COc1cccc(C(=O)NN2CC(O)=C(c3nc4ccccc4s3)C2=N)c1
-9%,7%,0%,7%,22%[12.7 µM],1%,-3,-20%,-5%,Cc1cccc(N2CCN(C(=O)CSc3ccc4c(c3)OCCO4)CC2)c1C
-2%,-2%,3%,29%,-3%,-4%,0,-5%,0%,Fc1ccc(CSc2ccc(-c3ccc4c(c3)OCO4)nn2)cc1
-15%,-6%,-37%,4%,-6%,3%,4,-19%,-4%,Cc1cccc(NC(=O)COC(=O)c2cc(C)oc2C)c1
5%,-2%,1%,26%,0%[59 µM],-1%,-2,-5%,-11%,O=c1[nH]c(SCCOc2ccccc2)nc2ccccc12
-20%,-3%,-31%,-4%,-47%,-1%,-1,-11%,-5%,CCOC(=O)C1=C(c2ccccc2)NC(=O)N(C(C)=O)C1c1cccc([N+](=O)[O-])c1 (stereo not given)
nt,nt,nt,nt,nt,-1%,-3,-6%,5%,C[C@H](CO)N1C[C@H](C)[C@@H](CN(C)C(=O)Nc2ccnc(N3CCOCC3)c2)OCc2cnnn2CCCC1=O
-3%,-2%,3%,16%,-21%[59 µM],-10%,7,-1%,i,CCN(CC)C(=O)Cn1c(=O)n(CCCCCC(=O)NCc2ccccc2Cl)c(=O)c2sccc21
-14%,22%,-4%,6%,-6%,3%,-2,-3%,2%,Cc1ccc2oc(-c3cccc(NC(=O)c4ccc(Br)o4)c3)nc2c1
nt,nt,nt,nt,nt,7.1µM*,-7,-8%,-3%,O=C(Cn1sc2ccccc2c1=O)Nc1ccc(Br)cc1
56µM*,-13%,-23%,43%[activator],?,4%,-6,-15%,-2%,O=C1C(=O)N(Cc2cccnc2)C(c2cccc([N+](=O)[O-])c2)/C1=C(\O)c1ccc2c(c1)OCCO2 (stereo not given)
-18%,8%,3%,9%,?,43%[activator],-1,-9%,-6%,CC(=O)Nc1ccc(N2CCCC2)cc1
15%,-3%,19%,19%,-2%[59 µM],-4%,6,-16%,0%,CC1CC1C(=O)Nc1nc(-c2ccccc2)cs1 (stereo not given)
-24%,-1%,-3%,-3%,-8%[59 µM],-3%,0,-18%,-5%,Cc1cc2oc(C(=O)Nc3ccc(S(N)(=O)=O)cc3)cc(=O)c2cc1C
?,-6%,-34%,-28%,?,7%,-3,-5%,-9%,Cc1nn(C)cc1/C=N/NC(=S)Nc1ccccc1
-4%,3%,-3%,39%,-29%,0%,0,-7%,-6%,CN(C(=O)Cc1csc(-c2ccccc2)n1)c1c(N)n(Cc2ccccc2)c(=O)[nH]c1=O
-19%,-8%,-16%,14%,16%[59 µM],1%,1,-9%,i,O=C(NCCN1CCOCC1)c1cc(Sc2ccc(F)cc2F)nc2ccccc12
nt,nt,nt,nt,nt,1%,-3,-6%,-2%,O=C(Cn1nnc(-c2ccc(F)cc2)n1)NC(=O)NC1CCCCC1
2%,-23%,nt,40%[activator],nt,-7%,5,-1%,-4%,O=C(O)c1cc2cc(S(=O)(=O)O)ccc2cc1O
-19%,8%,-6%,2%,8%[59 µM],6%,5,-13%,-3%,COc1ccc(CCn2c(-c3cc([N+](=O)[O-])cc([N+](=O)[O-])c3)nc3nc4ccccc4nc32)cc1OC
-17%,-7%,?,13%,50µM*,17%,1,-27%,10%,Cc1ccc(NCC(=O)N/N=C/c2cc(O)ccc2[N+](=O)[O-])cc1
-17%,-7%,-1%[57.1 µM],3%,-32%[59 µM],0%,-1,-22%,-8%,CCc1cccc(NC(=O)c2c(C)oc3nc(C)nc(N4CCCC4)c23)c1
-6%,?,0%,35%,2%[59 µM],1%,-1,-7%,0%,COc1cccc(NC(=O)Cn2cc(C(=O)c3ccco3)c3ccccc32)c1
?,-11%,5%,-5%,8%,13%,-2,-3%,-5%,Cc1ccc2c(c1)NC(=O)C(CC(=O)NCCCN1CCN(c3cc(C)ccc3C)CC1)O2 (stereo not given)
-28%,1%,-24%,-17%,?,-5%,3,10%,-9%,Cc1[nH]c2ccccc2c1C(=O)C(=O)NCc1ccco1
-6%,4%,nt,5%[57 µM],nt,-6%,-2,-19%,-3%,Cc1ccc(S(=O)(=O)c2cc3c(=O)n4cccc(C)c4nc3n(CCc3ccccc3)c2=N)cc1C
-4%,0%,-1%,29%,50µM*,-8%,3,-14%,-2%,O=c1[nH]c2ccccc2nc1Cc1ccc([N+](=O)[O-])cc1
-18%,4%,-29%,13%,40µM*,3%,4,-12%,-4%,Cc1ccc2c(c1)c1c(n2C)C(C(N)=O)CCC1 (stereo not given)
-9%,-7%,7%,17%,?,0%,5,-7%,nt,COc1ccc(N(CC(=O)NCCSC(C)(C)C)S(C)(=O)=O)c(OC)c1
-12%,1%,-7%,28%,3%,3%,-5,-5%,-2%,Cc1ccc(C(=O)NCC(=O)NCc2cc(=O)n(C)c(=O)n2C)cc1C
-5%,-8%,-24%,19%,-9%[12.7 µM],-8%,1,-23%,-3%,Cn1c(N2CCN(S(=O)(=O)c3ccc(Cl)cc3)CC2)nc2ccccc21
-24%,3%,nt,24%,nt,-12%,4,-18%,i,COc1ccc(COCC(O)CN2CCN(S(=O)(=O)c3c(F)cccc3F)CC2)cc1OC (stereo not given)
-14%,?,-3%,18%,8%[59 µM],5%,3,4%,1%,CCCN(CCC)c1nc(Cl)nc(NCc2ccco2)n1
1%,4%,-20%,50%[activator],-6%,4%,8,-24%,-9%,O=C(NN=C1CCCCCCCCCCC1)c1cccnc1
-21%,?,4%,14%[57 µM],7%[59 µM],4%,-2,-13%,i,O=C(Nc1ccc(Br)cc1F)C1CCN(c2nc3ccccc3[nH]2)CC1

Quoted from the listing:
HP1b binding inh with Cc1ccc2c(c1)c1c(n2C)C(C(N)=O)CCC1 (stereo not given) → 13%
PI4K2A block with Cn1c(N2CCN(S(=O)(=O)c3ccc(Cl)cc3)CC2)nc2ccccc21 → 1

Assay outcomes from PubChem BioAssay.
